Screening results (PubChem)
NOD2 inhibition – NOD2 signaling inhibitors, cell-based, luminescence, uHTS, HEK293 (AID 1566). 290,000 compounds, 0.63% hits. HEK293 NOD2/NF-kB luciferase reporter, luminescence; higher % means a stronger effect. inhibition, % at 4 µM, or EC50 in µM where a hit was titrated; in the data active = inhibition above about 50%; note: many of its hits are not listed in these tables
* = called active by the depositor. Only part of the results is shown. The share of hits here may be higher or lower than overall.

SMILES	NOD2 inhibition
CN(C)C(=O)COc1ccc2c(-c3ccccc3)cc(=O)oc2c1	15%
CC(C)n1cc(/C=C/c2cc[n+](C)cc2)c2ccccc21	24%
COc1cc(-c2noc(C)c2C(=O)NCCc2c[nH]c3ccccc23)cc(OC)c1OC	0%
CC(CN)(NS(=O)(=O)c1ccccc1)c1ccccc1 (configuration not stated)	-9%
COc1cccc(CNC(=O)CCCc2cn(C)c3ccccc23)c1	13%
COC(=O)c1ccccc1NC(=O)c1ccc2c(c1)CC(C)O2 (configuration not stated)	22%
CC(=O)N/C(=N/c1nc(C)cc(C)n1)Nc1cccc(C)c1C	-16%
O=[N+]([O-])c1ccc(CN2CCN(c3ncccn3)CC2)cc1	-8%
COc1cccc2[nH]c(C(=O)NCc3ccccc3)cc12	24%
Cc1cccc(N/N=C/c2ccncc2)c1	-97%

A draw from above in order of formula weight, low to high.
SMILES	NOD2 inhibition
Cc1cccc(N/N=C/c2ccncc2)c1	-97%
CC(C)n1cc(/C=C/c2cc[n+](C)cc2)c2ccccc21	24%
CC(CN)(NS(=O)(=O)c1ccccc1)c1ccccc1 (configuration not stated)	-9%

(next part)
SMILES	NOD2 inhibition
COc1ccccc1NC(=S)N1CC(C)(C)C1=O	20%
CCCCCC(=O)O/N=C(\C)c1ccn(S(=O)(=O)c2ccccc2)c1	11%
Cc1ccc2c(c1)C(c1ccc(F)cc1)N(C(=O)c1ccccc1Br)CC(=O)N2 (configuration not stated)	36%
Cc1[nH]c(=O)c(C#N)cc1-c1csc(-c2ccccc2)n1	-22%
Cc1oc2cc3oc(=O)c(CC(=O)O)c(C)c3cc2c1-c1ccccc1	2%
Cc1ccccc1-n1ncc2c1CC(C)(C)CC2NC(=O)CCN1CCCCC1=O (configuration not stated)	18%
O=S1(=O)CCOCCN1Cc1ccc(Cl)cc1Cl	5%
Cc1cc(=O)oc2cc(OCC(=O)NCC3CCC(C(=O)O)CC3)ccc12 (configuration not stated)	0%
COc1ccc(NC(=S)N(CCC(C)C)C2CCN(C(C)=O)CC2)cc1	-12%
CC1=C([N+](=O)[O-])C(c2ccc(Cl)cc2)NC(=O)N1C (configuration not stated)	12%

Reprinted at random: 5 entries already listed
SMILES	NOD2 inhibition
COc1cc(-c2noc(C)c2C(=O)NCCc2c[nH]c3ccccc23)cc(OC)c1OC	0%
COc1ccc(NC(=S)N(CCC(C)C)C2CCN(C(C)=O)CC2)cc1	-12%
Cc1cccc(N/N=C/c2ccncc2)c1	-97%
COc1cccc2[nH]c(C(=O)NCc3ccccc3)cc12	24%
Cc1ccccc1-n1ncc2c1CC(C)(C)CC2NC(=O)CCN1CCCCC1=O (configuration not stated)	18%

Single entries from above.
For NOD2 inhibition, `Cc1ccc2c(c1)C(c1ccc(F)cc1)N(C(=O)c1ccccc1Br)CC(=O)N2` (configuration not stated) reads 36%
For NOD2 inhibition, `CC(=O)N/C(=N/c1nc(C)cc(C)n1)Nc1cccc(C)c1C` reads -16%

(more compounds)
SMILES	NOD2 inhibition
COCc1nnc(NS(=O)(=O)c2ccc(Cl)cc2)s1	-4%
COc1ccc(C(C#N)N2N=C(C)CC2c2ccccc2)cc1OC (configuration not stated)	14%
Cc1c(C(c2ccc(C(=O)O)cc2)c2c(C)n(C)n(-c3ccccc3)c2=O)c(=O)n(-c2ccccc2)n1C	3%
COc1cccc(N(CC(=O)NCCSc2ccccn2)S(=O)(=O)c2ccccc2)c1	-16%
COC(=O)C1=CN(Cc2ccc(OC)c(OC)c2)C=C(C(=O)OC)C1c1cccc(O)c1	-14%
O=C(Nc1ncccn1)c1ccc([N+](=O)[O-])cc1Cl	9%
COC(=O)c1ccc(/C=C/c2c(-c3ccc(OC)cc3)oc3ccccc23)cc1	11%
CCCCC(=O)N1CCN(c2nc(-c3ccc(F)cc3)cs2)CC1	15%
CCCCCCCCCCOC(=O)Cn1c(COc2cccc(OC)c2)[n+](C)c2ccccc21	3%
CCOC(=O)CN(C(=O)c1snc(C(N)=O)c1N)C(C(=O)NCCC(C)C)c1ccc(F)cc1 (configuration not stated)	16%
NC(=O)c1ccc(Nc2ccc3c(c2)CCC3)c([N+](=O)[O-])c1	17%
Cc1cccc(-c2nc(Nc3ccc(O)cc3)c3ccccc3n2)c1	-46%
c1cc2c3c(cccc3c1)NC(c1ccc3c(c1)OCO3)N2	-10%
O=C(/C=C/c1ccc(Cl)cc1)N1CCN(Cc2ccccc2)CC1	29%
Nc1ccc(S(=O)(=O)N2CCC(Cc3ccccc3)CC2)cc1	-4%
COc1ccc(CNC(=O)[C@@H](C)NC(=O)[C@@H]2Cc3ccccc3CN2)cc1	1%
CCCCc1ccc(NC(=O)N2CCN(c3cc(C)nc4ccccc34)CC2)c(C)c1	-1%
COc1ccc(OC)c(CN2CCSCC2)c1	25%
COc1ccc(CNC(=O)CNS(=O)(=O)c2cccc(C#N)c2)cc1OC	17%
Cc1ccc(NC(=O)CCOc2ccccc2)cc1	-64%

Brought forward from above: five compounds; new compounds follow.
SMILES	NOD2 inhibition
COc1ccc(CNC(=O)[C@@H](C)NC(=O)[C@@H]2Cc3ccccc3CN2)cc1	1%
CCCCc1ccc(NC(=O)N2CCN(c3cc(C)nc4ccccc34)CC2)c(C)c1	-1%
COc1ccc(OC)c(CN2CCSCC2)c1	25%
COc1ccc(CNC(=O)CNS(=O)(=O)c2cccc(C#N)c2)cc1OC	17%
Cc1ccc(NC(=O)CCOc2ccccc2)cc1	-64%
O=C(Nc1ccsc1C(=O)O)c1ccc(Cl)cc1	-95%
CCC(=O)N1CCc2cc(Br)cc(S(=O)(=O)N3CCC(C(=O)NC(C)C)CC3)c21	8%
OCCCNc1nnc(-c2ccccc2)c2ccccc12	3%
O=C(O)c1ccccc1/C=N/n1c(C2CCCCC2)n[nH]c1=S	3%
O=C1/C(=C/c2ccc3c(c2)OCO3)Oc2cc(OCC(=O)N3CCC[C@H]3C(=O)O)ccc21	4%
O=C(NOC(=O)c1c(F)cccc1Cl)c1ccc(Cl)c(Cl)c1	-7%
COCCCNC(=S)N1CCN(c2nc(C)nc3sc4c(c23)CCCC4)CC1	4%
CCCc1cc(=O)n2[nH]c(C)c(-c3ccc(OC)cc3)c2n1	-24%
CCOc1ccc(NC(=O)CC(=O)Nc2ccc(OCC)cc2)cc1	-6%
CC(=O)Oc1ccc2nc(-c3ccco3)oc(=O)c2c1	19%
NS(=O)(=O)c1ccc(NC(=O)c2cc(-c3ccccc3O)n[nH]2)cc1	-20%
COc1ccc(CC(=O)N2CCN(c3ccccc3OC)CC2)cc1	-6%
COc1ccc(OC)c(NCc2nnc(-c3ccccc3)o2)c1	-13%
CS(=O)(=O)c1ccc(Cl)c(C(=O)NCC2CCCCC2)c1	-36%
O=c1[nH]c(/C=C\c2cccc(Cl)c2)nc(O)c1[N+](=O)[O-]	-7%
O=C(NCc1ccc(F)cc1F)Nc1cnccc1C(F)(F)F	20%
COc1ccc2c(c1OC)c(=O)n1c3ccc(OC(C)C(=O)NCCN4CCOCC4)cc3c3ccnc2c31 (configuration not stated)	30%
CC(C)[C@@H](NC(=O)C1CCN(C(=O)[C@@H]2CCCN2C(=O)OC(C)(C)C)CC1)C(=O)NCc1ccc(F)cc1	6%
C=CCn1c(=O)c(C(=O)Nc2ccccc2C)c(O)c2ccccc21	-13%
O=C(O)C/C(=C\c1cc(Br)cs1)c1nc2ccccc2o1	-10%
COc1ccc2c(c1)CCc1c-2n[nH]c1C(=O)NCCC(C)C	-121%
FC(F)(F)c1ccccc1/C=N/n1c(C2CCCCC2)n[nH]c1=S	-5%
O=C(Nc1cccc(C(=O)O)c1)Nc1cccc2ccccc12	-54%
O=C(O)c1cnn(-c2nc(-c3ccc(Br)cc3)cs2)c1C(F)(F)F	-29%
O=C1CCC(O)CCN1CCSc1ccccc1 (configuration not stated)	-4%
CCc1ccccc1NC(=O)[C@@H]1CCC(=O)N1C1OC(=O)c2ccccc21 (some centres not stated)	-12%
CN1CCC(=O)N([C@H](COc2ccccc2)Cc2ccccc2)CC1	-19%
O=S1(=O)CCOCCCN1Cc1ccccc1Br	-7%
O=C(O)c1cccc(CSc2nnc(-c3cccnc3)o2)c1	8%
COc1ccc(C#Cc2ccc3c(c2)c(=O)c2ccccc2n3C)cc1	16%
CCc1cc(=O)oc2cc(C)cc(OCC(=O)NC(Cc3ccc(Cl)cc3)C(=O)O)c12 (configuration not stated)	-5%
Cc1occc(=O)c1OCc1c(Cl)cccc1Cl	-10%
COc1ccc(Nc2nc(N)c3ccccc3n2)c(OC)c1	-61%
CC(C)NC(=O)[C@H]1N2C(=O)c3ccccc3C2SC1(C)C (some centres not stated)	-1%
COc1ccc(NC(=O)N2CCc3cc(OC)c(OC)cc3C2)cc1	11%
OC1CCN(Cc2ccc3ccccc3c2)CC1	4%
Cc1c(C)c2ccc(OC(C)C(=O)N3C[C@H]4C[C@@H](C3)c3cccc(=O)n3C4)c(C)c2oc1=O (some centres not stated)	9%
CC(=O)Nc1ccccc1NC(=O)c1ccccc1-c1ccccc1	3%
O=C(c1ccco1)C(O)c1ccco1 (configuration not stated)	9%
NC(=O)CC(NC(=O)Cc1ccc(Br)cc1)c1ccc(N2CCN(c3ccccn3)CC2)c([N+](=O)[O-])c1 (configuration not stated)	-1%
O=C(NC(=O)N1CCN(c2cccc(Cl)c2)CC1)c1ccc(Cl)cc1	-46%
Cc1ccc(-c2nn(-c3ccccc3)cc2/C=N/O)cc1	-19%
O=C(N[C@@H]1CCC(=O)N(CC[C@H](Oc2ccccc2)c2ccccc2)CC1)OCc1ccccc1	-11%
OC(CNCc1ccc(Cl)cc1)COc1ccccc1 (configuration not stated)	-16%
COC(=O)c1c(-c2ccc(OC)cc2)oc2ccccc12	16%
CCOc1ccc(N(CC)S(=O)(=O)c2cccc3nsnc23)cc1	9%
Cc1ccc(S(=O)(=O)Nc2cc3c(cc2C#N)OCO3)cc1C(N)=O	-6%
CCCCC(=O)NC(c1ccc(Cl)cc1Cl)c1ccc2cccnc2c1O (configuration not stated)	41%
NC1=NC(=O)C(Cc2ccc(OC(F)(F)F)cc2)S1 (configuration not stated)	22%
C=CCOc1ccc(C2/C(=C(/O)c3ccc(OC)cc3)C(=O)C(=O)N2CCN2CCNCC2)cc1 (configuration not stated)	-11%
(cont.)
SMILES	NOD2 inhibition
Cc1cc(Oc2cc(NN3CCCCC3)c([N+](=O)[O-])cc2[N+](=O)[O-])c(C(=O)c2ccccc2)cc1Cl	-13%
Cn1cc(C(=O)c2ccc(Cl)cc2Cl)cc1C(=O)NN	-4%
Cc1ccccc1N1C(=O)c2ccccc2C1O (configuration not stated)	-10%
NC(=O)C1CCN(C(=O)COc2ccc3c4c(c(=O)oc3c2)CCC4)CC1	5%
O=C(NCc1ccco1)c1ccccc1O	-9%
Cc1oc2cc3oc(=O)c(CCC(=O)NC4CC4)c(C)c3cc2c1C	9%
COc1cc(-c2noc(C)c2/C=C/c2ccc(OC(C)=O)cc2)cc(OC)c1OC	6%
O=C(CSc1nc(-c2ccccc2)cc(=O)[nH]1)Nc1ccccc1	10%
CC(CCC(C)OC(=O)c1ccccc1C(=O)O)OC(=O)c1ccccc1C(=O)O (configuration not stated)	23%
O=C(Nc1ccccc1NC(=O)c1ccccc1F)c1ccccc1F	6%
CC(C)c1ccc(/C=C/C(=O)N2CCOCC2)cc1	-27%
CCC(C)[C@H](NC(=O)c1cc2cc(Cl)ccc2n1C)C(=O)N1CCC[C@H]1C(=O)O (some centres not stated)	20%
CC(C)(C)NC(=O)CCN(/N=C/c1ccccc1)C1=NS(=O)(=O)c2ccccc21	22%
Cc1c(NC(=O)Nc2ccc([N+](=O)[O-])cc2)c(=O)n(-c2ccccc2)n1C	-15%
Cn1cc(Br)c(C(=O)NNC(=O)Cc2ccc(Cl)cc2)n1	-11%
COc1ccc(N(CC(=O)N/N=C(\C)c2ccc(OC)c(OC)c2)S(=O)(=O)c2ccccc2)cc1	14%
COCCOC(=O)c1c(C)n(C)c2ccc(OC(=O)c3ccccc3F)cc12	-4%
CCOC(=O)C(C)NC(=O)CCc1nnc2ccc(N3CCCCC3)nn12 (configuration not stated)	11%
CC12CC3CC(C)(C1)CC(C(=O)N1CCN(C(=O)c4ccco4)CC1)(C3)C2	4%
CCCCC1CN2CCc3c([nH]c4ccccc34)C2(C)C1 (configuration not stated)	8%
O=C(NCCc1c[nH]c2ccccc12)c1ccc2[nH]c(=O)c(=O)[nH]c2c1	-9%
O=c1oc2ccccc2c2c1C(O)CO2 (configuration not stated)	13%
O=C(CN1CCc2ccccc2C1)Nc1ccccc1C(F)(F)F	-4%
COc1cc(Cc2cc(N)nc(N)n2)cc(OC)c1OC	17%
Cc1ccc2[nH]cc(CCNC(=O)C3CCCCC3)c2c1	18%
CCc1cccc(C)c1Nc1nc2ccccc2n2cnnc12	36%
COc1cccc(-c2onc3ccc(C(=O)/C=C/N(C)C)cc23)c1	-44%
COc1cc(/C=C2\C(=N)N3N=C(S(C)(=O)=O)SC3=NC2=O)cc(OC)c1OCCOc1cccc(C)c1	26%
Cc1c(CCC(=O)O)c(=O)oc2cc(OCc3ccccc3F)ccc12	31%
CC(CCc1ccccc1)NC(=O)COC(=O)c1ccc(F)cc1 (configuration not stated)	9%
Cc1nc(N2CCN(C(=O)c3cccs3)CC2)c2c3c(sc2n1)CCCC3	21%
CCc1ccnc(NC(=O)Nc2ccc(OCc3ccccc3)cc2)c1	-13%
